Screening data: PubChem, National Center for Advancing Translational Sciences (NCATS)
Mito fusion act – inhibitors of mitochondrial division or activators of mitochondrial fusion | S. cerevisiae fusion-defective mutant growth rescue, CellTiterGlo 48 h | Potency, µM (series often up to 46.1 µM), without a hit: at the highest dose growth rescue (activation), most hits filed as activators | hit rate 0.23% among 320,000;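 note: potency is the fitted concentration of half-maximal effect; % of control where 0% means no effect; nearly all actives have a fitted effect of over 45% in size; temperature-sensitive fusion mutants such as fzo1-1 at 37 °C on non-fermentable ethanol glycerol medium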
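Luminescent cell viability in 1536-well qHTS format served as the measure of rescued growth in ts fusion-mutant S. cerevisiae cultured on non-fermentable YPEG for 48 hours at 37C.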
Tb PFK inh – blocks T. brucei phosphofructokinase; O15648; T. brucei PFK, ADP-Glo luminescence; Potency, µM (highest dose often 57.5 µM), for the others: top-dose activity, negative = inhibition, usual class: inhibitors; hit rate 0.17% among 330,000; AID 485367;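 note: potency is the fitted concentration of half-maximal effect; 0% = uninhibited 1x PFK enzyme wells and -100% = no-enzyme wells; nearly all actives have a fitted effect of over 60% in size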
Target sequence (O15648 whole entry, looked up): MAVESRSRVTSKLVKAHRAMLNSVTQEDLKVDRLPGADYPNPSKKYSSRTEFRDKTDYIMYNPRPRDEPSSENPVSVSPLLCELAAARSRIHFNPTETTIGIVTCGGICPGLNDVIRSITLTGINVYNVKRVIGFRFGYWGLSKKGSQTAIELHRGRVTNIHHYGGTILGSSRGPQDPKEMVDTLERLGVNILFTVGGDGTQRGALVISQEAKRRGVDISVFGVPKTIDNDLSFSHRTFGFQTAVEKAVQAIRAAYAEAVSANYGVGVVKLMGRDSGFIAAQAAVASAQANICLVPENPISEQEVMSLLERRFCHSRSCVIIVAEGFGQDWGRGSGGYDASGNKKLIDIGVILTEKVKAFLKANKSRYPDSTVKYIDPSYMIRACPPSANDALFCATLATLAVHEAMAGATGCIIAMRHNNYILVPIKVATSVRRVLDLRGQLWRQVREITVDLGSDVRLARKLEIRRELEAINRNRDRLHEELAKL
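1.25 nM PFK with 0.5 mM F6P and 0.1 mM ATP in 0.1 M TEA pH 8.0, 5 mM MgCl2, incubated 45 min at room temperature; ADP measured by ADP-Glo luminescence; compounds titrated up to 57 uM.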
Eya2 inh – inhibitors of human Eya2 phosphatase activity; hit rate 0.006% among 330,000; recombinant Eya2, OMFP fluorescence dephosphorylation (OMFP is methylfluorescein phosphate); Potency, µM (top dose mostly 76.9 µM), inactives show top-dose activity, negative = inhibition, most hits filed as inhibitors; note: potency is the fitted concentration of half-maximal effect; % is set by controls: 0 for no effect and ±100 for the full control effect
Target sequence (O00167 whole entry, looked up): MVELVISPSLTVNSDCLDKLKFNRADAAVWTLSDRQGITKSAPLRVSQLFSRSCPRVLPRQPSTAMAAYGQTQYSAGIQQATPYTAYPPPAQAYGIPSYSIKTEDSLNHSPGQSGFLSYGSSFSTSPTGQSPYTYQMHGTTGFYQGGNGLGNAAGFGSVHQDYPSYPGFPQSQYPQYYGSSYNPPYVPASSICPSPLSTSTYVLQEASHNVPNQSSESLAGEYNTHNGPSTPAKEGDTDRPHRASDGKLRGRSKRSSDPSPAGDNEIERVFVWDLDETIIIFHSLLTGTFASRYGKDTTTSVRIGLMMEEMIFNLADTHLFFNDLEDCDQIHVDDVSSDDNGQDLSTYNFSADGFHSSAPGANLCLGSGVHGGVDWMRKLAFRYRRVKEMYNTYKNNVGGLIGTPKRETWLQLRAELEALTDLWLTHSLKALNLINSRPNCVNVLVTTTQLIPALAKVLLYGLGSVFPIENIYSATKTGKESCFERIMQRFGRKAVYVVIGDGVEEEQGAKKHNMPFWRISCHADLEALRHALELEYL
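Eya2 protein (added as 0.2 uM solution) was preincubated with compound for 10 min at ambient temperature in 50 mM HEPES pH 7.5, 50 mM NaCl, 5 uM MgCl2, 0.05% BSA, 1 mM DTT. OMFP (added at 50 uM) then reacted 10 min; fluorescence read at 485/525 nm.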
ELG1 DNA repair – ELG1-dependent DNA repair inhibition. HEK293T ELG1-luciferase reporter, luminescence, 16 h; DNA damage induced by 5-fluorouridine. Potency, µM (titrated, usually from 46.1 µM), inactives show at the top dose activity change, negative = inhibition, usual class: inhibitors. hit rate 2.3% among 330,000. AID 504467; note: potency is the fitted concentration of half-maximal effect; % is set by controls: 0 for no effect and ±100 for the full control effect; nearly all actives have a fitted effect of over 55% in size
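Overnight (16 hr) co-exposure of 2,000 cells/well to 5-fluorouridine and compound at 37 °C preceded detection. Luciferase was quantified via ONE-Glo luminescence; loss of signal denotes inhibition.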
TCR act – activators of T cell receptors; 330,000 tested, under 10 active; primary human leukocytes, anti-CD3, IL-2 HTRF, 48 h; Potency, µM (doses to about 9.22 µM), without a hit: at the highest dose activation of IL-2 secretion, usual class: activators; note: % of control where 0% means no effect
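Readout: HTRF IL-2, Eu-cryptate/d2 antibody pair, 320nm excitation, 665nm emission. Stimulus: a-CD3 beads, no co-stimulation. Cells: primary human leukocytes. Exposure: 48 hr with compound.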
a7 integrin act – integrin-mediated muscular dystrophy alleviation activation. alpha7betagal myoblasts, beta-gal FDG fluorescence, 48 h. Potency, µM (top dose mostly 38.3 µM), inactives show at the top dose activation, usual class: activators. hit rate 0.064% among 350,000. AID 624291;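 note: potency is the fitted concentration of half-maximal effect; 100% = response of the positive control SU9516; nearly all actives have a fitted effect of over 60% in size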
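alpha7betagal+/- myoblasts (passage 13, 250/well) treated 48 h at 37C with compounds at 1:260 dilution of DMSO stock. Lysed, then beta-galactosidase activity read as FDG fluorescence (ex 480/em 540) after 30 min, with pre-read for autofluorescence.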
A-T KAP1 phos – potential ataxia-telangiectasia treatment; […] A-T fibroblasts, KAP-1 phosphorylation AlphaLISA; neocarzinostatin DNA damage 30 min before lysis; Potency, µM (highest dose often 57.5 µM), for inactives: top-dose activation, actives largely listed as activators; hit rate 0.19% among 320,000; note: potency is the fitted concentration of half-maximal effect; % of control where 0% means no effect; nearly all actives have a fitted effect of over 45% in size
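ATM-like activity read as KAP-1 phosphorylation via AlphaLISA donor/acceptor antibody pairs after lysis and 6 hr at 25C. Cells were ATM-null patient fibroblasts ([…], hTERT), dosed 60 min, then exposed to the DSB inducer NCS for 30 min.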
PTAP TSG101 blk – blocks PTAP/TSG101 interaction to inhibit HIV-1 budding; Q99816; Fluorescence polarization, FITC-PTAP peptide / Tsg101 binding; Potency, µM (titrated, usually from 115 µM), for the others: at the top dose activity change, negative = inhibition, actives largely listed as inhibitors; 340,000 tested, under 10 active; AID 493005; active = well fitted inhibition curve with a large enough effect in the main read-out, with a control signal flat, not every such curve was filed as active; inconclusive = small, poorly fitted or top-dose-only effect, or effect the other way, or a change in a side signal; inactive = no such curve, though single readings can be large or run the other way; note: potency is the fitted concentration of half-maximal effect; % of control where 0% means no effect
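Steps: Tsg101 binding domain dispensed (10 uM final), compounds pinned in DMSO, FITC-labeled PTAP-motif peptide added (50 nM final); after 20 min binding at room temperature, polarization measured.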
S-ASM inh – blocks human secretory acid sphingomyelinase; hit rate 0.006% among 340,000; P17405; placental ASM, HMU-PC fluorogenic substrate, 60 min; Potency, µM (titrated, usually from 57.5 µM), inactives show top-dose activity change, negative = inhibition, hits mostly inhibitors; note: potency is the fitted concentration of half-maximal effect
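Fluorescence read-out (Ex 386 nm, Em 447 nm) after stopping the reaction at pH 10. Enzyme: ASM from human placenta; substrate HMU-PC0, 9 uM final; 60 min, 37 °C. Compound preincubation 10 min, ambient temperature.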
BCR signal inh – blocks chronic active B-cell receptor signaling; ABC-DLBCL IkBa-CBG/CBR reporter, luminescence ratio, 4 h; Potency, µM (doses to about 46.1 µM), for inactives: at the highest dose ratio change, negative = lower green/red ratio, hits mostly inhibitors; hit rate 0.05% among 340,000; AID 493014; active = well fitted inhibition curve with a large enough effect in the signal ratio, with a control signal flat, not every such curve was filed as active; inconclusive = small, poorly fitted or top-dose-only effect, or effect the other way, or a change in a side signal; the % refers to the signal ratio;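 note: potency is the fitted concentration of half-maximal effect; plate controls were basal doxycycline-induced cells for no effect and cells given 10 µM MG132 for full effect; MG132 reads +100%, hits lower the ratio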
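Concentration-response series (up to 46 uM) were applied to TMD8 dual-reporter cells for 4 h at 37C with doxycycline. Green/red ratio, after filter-overlap correction, defined %Activity; red signal alone was normalised to basal cells and zero luminescence.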
TSHR antag – antagonists of human thyroid stimulating hormone receptor. TSHR-expressing cells, TSH-stimulated cAMP HTRF, 2 h; active compounds read low. activity change, negative = inhibition, % at 11.5 µM. hit rate 0.2% among 330,000;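 active = activity change below a set negative limit, meaning inhibition stronger than a set level, cut at about -70% in these data; inconclusive = activity change between two set negative limits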; note: % is set by controls: 0 for no effect and ±100 for the full control effect
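Freshly harvested TSHR cells receive pin-tooled compound, then EC80 TSH at 4nM final. After 2 hours at 37 deg C, antibody in lysis buffer and cAMP-d2 are added; 30 minutes at ambient temperature precede the HTRF read.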
Starred values were filed as active, the others as inactive; ? = inconclusive; . = not tested or not shown; & = joins results of further samples; [ ] = dose if it differs, or a comment. Unless noted, calls come from the whole dose curve; as a rule, active = well fitted curve in the direction sought with a large enough effect; inconclusive = small, poorly fitted or top-dose-only effect, or another doubt; inactive = no such curve, though single readings can be large; an effect the other way counts as inactive or inconclusive. Only part of the results is shown (hit frequency here may not be typical).

# | SMILES | Mito fusion act | Tb PFK inh | Eya2 inh | ELG1 DNA repair | TCR act | a7 integrin act | A-T KAP1 phos | PTAP TSG101 blk | S-ASM inh | BCR signal inh | TSHR antag
1 | CCN(CC)c1ccc(/C=C2/C(=O)NC(=O)N(CC3CCCO3)C2=O)cc1 (configuration not stated) | -2% | -6% | 15% | 11% | 1% | 1% | -5% | -6% | 1% | -4% | 18
2 | CN1CCc2cccc(Cl)c2CC1 | -20%&1% | -1% | 0%&15% | -3% | -5% | . | 2% | -2% | 2% | 0% | -20&3
3 | CC(=O)O[C@]1(c2ccccc2)CCN(C)[C@H]2CCCC[C@@H]21 | -7% | 3% | -1% | 13% | -1%[46.1 µM] | -22% | . | -4% | 4% | -9% | 10
4 | Cc1sc2nc(COC(=O)Cc3ccccc3)[nH]c(=O)c2c1C | 2% | 0% | -31% | 1% | 5% | 10% | . | 2% | -7% | -7% | -4
5 | CC/C(=N\NC(=S)Nc1ccccc1)c1c(O)[nH]c(=O)[nH]c1=O | -8% | 11% | -19% | 0% | 14% | 6% | 1% | -1% | -1% | -6% | 7
6 | C[C@]12CC[C@@H]3c4ccc(O)c(O)c4CC[C@H]3[C@@H]1CC[C@@H]2O | 4% | 13µM* | -26% | . | -5% | . | . | 0% | -6% | ? | -23
7 | Cc1ccsc1C(=O)C1CCCN(Cc2ccc(-n3cccn3)cc2)C1 (configuration not stated) | 4% | -1% | -4% | -5% | 6% | 0% | -5% | -1% | 3% | -15% | 7
8 | Fc1ccc(CNCCc2ccccc2)cc1 | -7% | -10% | -2% | 8% | 10% | 21% | -2% | -4% | 4% | 1% | 2
9 | COc1ccccc1CCNCc1ccc(OC)c(OC)c1OC | -1% | -7% | -4% | -1% | 0% | -50%[inhibitor] | -1% | -5% | 0% | -9% | 17
10 | C=CCC1C(=O)NC(=S)NC1=O | 0% | 3% | -18% | 3% | 0% | 13% | -1% | 1% | 0% | -6% | 0
11 | CCCCCc1nc2ccccc2c(=O)n1-c1ccc(Cl)cc1[N+](=O)[O-] | 0% | -1% | 13% | -6% | -13% | 22% | -2% | 0% | -8% | ? | 18
12 | Cc1ccccc1NC1=NCCCS1 | 0% | 3% | 5% | 5% | 6% | 4% | -4% | -8% | 2% | 1% | -1

Following part:
# | SMILES | Mito fusion act | Tb PFK inh | Eya2 inh | ELG1 DNA repair | TCR act | a7 integrin act | A-T KAP1 phos | PTAP TSG101 blk | S-ASM inh | BCR signal inh | TSHR antag
13 | O=C(CC1CCCCC1)N1CCC(c2nc(-c3ccc(S(=O)(=O)N4CCCC4)cc3)no2)CC1 | 1% | -4% | 1% | ? | -2% | -10% | -2% | 3% | -4% | 0% | -17
14 | CCC(=O)N1CC(=O)Nc2ccc(Br)cc2C1c1ccccc1 (configuration not stated) | -8% | -7% | -1% | 26% | -3% | -13% | 12% | -3% | 6% | -21% | 37
15 | COc1cccc(-n2c(O)c(C=NCCN3CCOCC3)c(=O)[nH]c2=O)c1 | 2% | -2% | -9% | 9% | 1% | -22% | 2% | -2% | -1% | -12% | -4
16 | CC(C)OS(C)(=O)=O | 3% | 2% | 18% | 7% | 6% | . | 10% | 1% | -1% | -4% | 5
17 | CN=C(SCC(=O)c1cccc(Cl)c1)c1c(O)n(C)c(=O)n(C)c1=O | -1% | -7% | -29% | ? | -3% | -26% | -5% | -2% | 14% | -30% | 4
18 | CCCCn1c(O)c(C=NCCCN(C)C)c(=O)[nH]c1=O | -1% | 2% | -19% | -3% | -4% | 11% | 1% | 4% | 1% | ? | 0
19 | CC(=O)C1C2c3ccccc3OC1(C)N=c1s/c(=C/c3cn(C)nc3C)c(=O)n12 (configuration not stated) | 12% | 0% | -2% | -13% | -1% | 10% | . | -6% | -2% | ? | 3
20 | Cc1ccc(S(=O)(=O)N2CCN(C(=O)COC(=O)Cc3ccccc3)CC2)c(C)c1 | 14% | -2% | 24% | 10% | -8% | 0% | -1% | -5% | 8% | 6% | -2
21 | COc1c(Cl)cc(C(=O)NN)cc1Cl | -4% | -11% | 0% | ? | -3% | -5% | -9% | -1% | 5% | ? | 14
22 | CCCCC1(CCCC)C(=O)NC(=Nc2cccc(C)c2)NC1=O | -4% | 3% | -14% | 15% | -5% | -24% | 3% | -4% | -3% | ? | 2
23 | C=CCn1c(O)c(/C=N/N2CCCCC2c2cccnc2)c(=O)[nH]c1=S (configuration not stated) | 0% | -2% | -2% | 11% | 1%[46.1 µM] | 8% | -6% | -1% | 4% | 12% | 3
24 | C=CC(C)C(C(=O)c1ccccc1)N(C)C (configuration not stated) | -13% | -3% | -19% | -7% | 8% | 4% | -3% | -3% | 7% | 4% | 3

Continuation.
# | SMILES | Mito fusion act | Tb PFK inh | Eya2 inh | ELG1 DNA repair | TCR act | a7 integrin act | A-T KAP1 phos | PTAP TSG101 blk | S-ASM inh | BCR signal inh | TSHR antag
25 | O=C(c1cccc(C(F)(F)F)c1)N1C[C@H]2C[C@@H](C1)c1cccc(=O)n1C2 | -7% | -3% | 11% | -1% | -3% | -4% | -5% | -3% | 0% | 6% | -1
26 | COC(=O)c1ccccc1NC(=O)c1ccc(Cn2cc(Cl)cn2)o1 | 3% | -4% | -4% | 7% | 0% | -14% | 4% | -3% | -1% | ? | -9
27 | CC/C(=N\NC(=O)c1ccccc1)c1c(O)n(Cc2ccccc2)c(=O)[nH]c1=O | -3% | -3% | 11% | ? | 6% | ? | 5% | 2% | 0% | . | 11
28 | COC(=O)C1=C(c2ccc(OC(F)(F)F)cc2)C[C@@H]2CC[C@H]1N2C(=O)N1CCC(C)CC1 | 6% | ? | -28% | 1% | 3% | -11% | 14% | -10% | ? | -19% | -45
29 | CCS(=O)(=O)Nc1ccc(C2=NN(C(=O)c3ccco3)C(c3ccc(Cl)o3)C2)cc1 (configuration not stated) | . | 1% | -8% | ? | 0%[46.1 µM] | -5% | 19% | -10% | -3% | -7% | -5
30 | O=C(C(=O)N1CCOCC1)c1cn(Cc2ccccc2F)c2ccccc12 | -1% | -11% | -3% | -6% | -3% | 18% | 4% | -4% | -1% | ? | 9
31 | CCOC(=O)C1CCN(C=C2C(=O)N(C)C(=S)N(C)C2=O)CC1 | -5% | -4% | -7% | 1% | -9%[46.1 µM] | 5% | 1% | 1% | 4% | ? | 0
32 | c1cncc(CNC2=NCCCCC2)c1 | 1% | 3% | -14% | 6% | 3% | 1% | 0% | -2% | 1% | 1% | 9
33 | O=C(Nc1ccc(Cl)cc1C(=O)c1ccccc1)c1ccc(Br)o1 | 3% | -1% | -4% | -1% | -1% | 0% | -4% | -1% | -3% | -2% | 11
34 | C/C=C(\C)C(=O)N[C@@H](c1ccccc1)[C@@H](O)C(=O)O[C@H]1C[C@@]2(O)[C@@H](OC(=O)c3ccccc3)C3[C@](C)(C(=O)[C@H](OC(C)=O)C(=C1C)C2(C)C)[C@H](O)C[C@H]1OC[C@@]31OC(C)=O (some centres not stated) | 4% | 2% | 15% | ? | -8% | -23% | 13% | -4% | -3% | -2% | 12
35 | O=C(NCNC(=O)NC1C(=O)NC(=O)N1CO)NC1C(=O)NC(=O)N1CO (configuration not stated) | 16% | 0% | 6% | 10% | -1% | . | 10% | -7% | 0% | -2% | 26
36 | O=C(Cn1c(=O)oc2ccccc21)N1CCCC1 | ? | 4% | 18% | -1% | -3% | -36% | 29% | -3% | 4% | 0% | 0
37 | CN1C(=O)C(=Cc2ccccc2Oc2ccc(Cl)cc2)C(=O)N(C)C1=O | -5% | 7% | -39% | -3% | -2% | 25% | 1% | -8% | 3% | ? | 15
38 | Cc1cc(C)cc(N2C(=O)NC(=O)/C(=C\c3cccn3-c3ccccc3)C2=O)c1 | -1% | ? | 0% | -8% | -5%[46.1 µM] | -53%[inhibitor] | -3% | 0% | 1% | ? | 17
39 | Cc1cccc(OP(N)(=O)Oc2cccc(C)c2C)c1C | -2% | 0% | 5% | -7% | 12% | 5% | 27% | -1% | 2% | 0% | -16
